High-throughput results deposited in PubChem by several laboratories.
Siah-1 displacement: blockers of Siah-1 interaction with plectin peptide – biochemical, fluorescence polarization, rhodamine-plectin, uHTS, primary screen (AID 1817). 290,000 tested, 0.02% active. one-dose displacement, % at 20 µM; IC50 in µM for titrated hits. Siah-1 / rhodamine-plectin peptide fluorescence polarization; higher % means a stronger effect;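 active = displacement of at least 50% at 20 µM, with a fluorescence ratio check between 0.3 and a set limit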;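 note: plate controls were Siah plus tracer with DMSO for no effect and tracer alone without Siah for full effect; strong numbers were not always called active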
human PMI inhibition: MPI enzyme activity inhibition – biochemical, fluorescence intensity, coupled assay, primary screen (AID 1209) | purified PMI enzyme, coupled fluorescence intensity; higher % means a stronger effect | one-dose inhibition, % at 20 µM; IC50 in µM for titrated hits | 190,000 tested, 0.42% active;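 note: plate controls were DMSO vehicle for no effect and wells lacking substrate for full effect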
K1F lysis inhibition: inhibition of K1F phage lysis, E. coli UTI89, bacterial capsule biogenesis inhibitors, alamar blue (AID 488966); E. coli UTI89 K1F phage lysis, alamar blue, 2 h; higher % means a stronger effect; inhibition, % at 100 µM, or IC50 in µM where a hit was titrated; 340,000 tested, 0.02% active;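 active = phage lysis inhibition, versus mean bacterial control, above a set limit; inconclusive = no clear call, values can overlap the other calls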;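 note: capsule biogenesis inhibitors block K1F phage lysis so surviving cells raise fluorescence; higher fluorescence means more inhibition of phage lysis; actives were called in the ten point dose series up to 300 µM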
M17LAP inhibition: P. falciparum M17LAP inhibitors, primary screen, biochemical, fluorogenic H-Leu-NHMec substrate, 1536-well (AID 1619); recombinant M17LAP, H-Leu-NHMec fluorogenic kinetic assay; higher % means a stronger effect; inhibition, % at 30 µM; hits with a dose series show IC50 in µM; 220,000 tested, 0.38% active;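 active = compound inhibiting the enzyme by more than half at any dose during confirmatory dose-response retesting; inconclusive = strong single-dose inhibitors picked by rank but not retested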;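 note: plate controls were full reaction with DMSO carrier for no effect and no enzyme background for full effect; strong numbers were not always called active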
TNAP activation fold: stimulation of alkaline phosphatase TNAP activity – biochemical, luminescent, no phosphate acceptor, uHTS, primary screen (AID 1001). purified TNAP, luminescent activation assay, no phosphate acceptor; higher activation fold means a stronger effect. activation fold at 20 µM, or EC50 in µM where a hit was titrated. 200,000 tested, 0.03% active; in the data active = activation fold from about 3, or a potency from the dose series; inactive = the rest, 99 in 100 with activation fold below about 1.6; note: many of its hits are not listed in these tables
P. falciparum M1AAP: P. falciparum M1AAP inhibitors, biochemical, fluorogenic H-Leu-NHMec substrate, 1536-well (AID 1445); recombinant M1AAP, H-Leu-NHMec fluorogenic kinetic assay; higher % means a stronger effect; 220,000 tested, 0.42% active; one-dose inhibition, % at 30 µM; IC50 in µM for titrated hits;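 active = primary inhibition above the hit cutoff, then over 50% inhibition at one or more dose response concentrations, cut at about 23% in these data, passing the limit was not always enough; inconclusive = conflicting primary data, or primary hits not chosen for dose response; inactive = low primary inhibition, or under 50% at every dose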;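 note: plate controls were DMSO full reaction for no effect and no enzyme background for full effect; strong numbers were not always called active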
PMI inhibition: human PMI inhibitors, high substrate, primary screen, biochemical, fluorescence intensity, high mannose 6-phosphate (AID 1220). recombinant PMI enzyme, coupled fluorescence intensity; higher % means a stronger effect. one-dose inhibition, % at 20 µM; IC50 in µM for titrated hits. 190,000 tested, 0.66% active
Lipid droplet: hepatic lipid droplet formation modulation | AID 1656 | AML12 mouse hepatocytes, oleate lipid droplets, BODIPY imaging | inhibition, % at 6.5 µM | 240,000 tested, 0.4% active;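 active = lipid droplet intensity inhibited by at least 50%, with more than 500 cells counted; inconclusive = wells with under 300 cells, treated as cytotoxic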
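Material – mouse AML12 hepatocyte cell line, fixed after treatment · Compound dosing – one dose, 6.5 µM compound · Times – compound with oleate, overnight · Measured by – Image-based BODIPY and DAPI two-channel analysis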
XIAP displacement: small molecules displacing peptide from XIAP – biochemical, IAP family, fluorescence polarization (AID 1018); displacement, % at 20 µM, or IC50 in µM where a hit was titrated; XIAP BIR domain, fluorescence polarization peptide displacement; higher % means a stronger effect; 200,000 tested, 0.007% active; in the data active = displacement above about 50%; note: a part of the inactive calls stands beside numbers as strong as those of hits
Lipid droplet cells 6.5 µM: also measured in Lipid droplet; calls as there; cell count; measured here: cell count, cytotoxicity flag;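 cells counted across two imaged fields per well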
* hit, by the source's call; ? = inconclusive; nt = not tested or not shown; [ ] = dose if it differs, or a comment. Cut-off read from the data, not from the text of the source, unless noted: active = inhibition above about 50%; inactive = the rest.

Screens in order – Siah-1 displacement | human PMI inhibition | K1F lysis inhibition | M17LAP inhibition | TNAP activation fold | P. falciparum M1AAP | PMI inhibition | Lipid droplet | Lipid droplet cells 6.5 µM | XIAP displacement
[1] COC(=O)CNC(c1ccccc1Cl)c1cc(Br)ccc1NS(=O)(=O)c1ccc(C)cc1 (stereo not given)
    5% | 18% | 0.1% | -13% | 1.9 | -9% | 6% | -7 | 675 | -7.0%
[2] COC(=O)c1[nH]c2ccc(C)cc2c1NC(=O)CN1CCN(c2ccccc2)CC1
    -2% | 10% | -0.6% | -10% | 1 | -1% | 5% | -15 | 741 | -2.9%
[3] COc1ccc(Cl)cc1N(CC(=O)Nc1ccccc1C(=O)NCc1ccco1)S(C)(=O)=O
    -5% | 5% | -0.5% | -6% | 1 | ? | -8% | -18 | 804 | -4.6%
[4] CC1CCC2(CC1)SCC(=O)N2c1ccc(F)cc1 (stereo not given)
    0% | nt | 0.6% | 1% | nt | -3% | nt | 3 | 626 | nt
[5] Cc1c(Cl)cccc1NC(=S)Nn1cnnc1
    10% | 33% | 1.2% | -3% | 1.2 | 7% | 9% | 29 | 694 | -7.1%
[6] C=CCc1c(C)nc(SCC(=C)C)[nH]c1=O
    0% | 1% | -0.1% | 11% | 1.2 | 14% | -5% | nt | nt | 1.2%
[7] Cc1nn(-c2ccc(Cl)cc2)c(Cl)c1/C=C(\C#N)C(N)=O
    2% | 22% | 0.0% | 7% | 1 | 14% | 15% | 0 | 574 | 0.1%
[8] COC(=O)c1cc2sccc2n1Cc1nc(-c2ccc(Cl)cc2)oc1C
    4% | 15% | -0.7% | 0% | 1.1 | -1% | 16% | -33 | 658 | 0.6%
[9] NC(=O)[C@@H]1CCCNc2c(I)cc([N+](=O)[O-])cc2C(=O)N[C@@H](CCC(=O)O)C(=O)N[C@@H](CO)C(=O)N1
    7% | -8% | -0.8% | 35% | 1.1 | 12% | -1% | 1 | 735 | -4.5%
[10] CCN(CC(=O)Nc1c(F)cccc1F)C(=O)CCc1c[nH]c2ccccc12
    4% | 11% | -0.3% | -7% | 1.2 | -1% | 6% | 0 | 662 | -2.3%
[11] CC(C)Cn1c(N)c(C(=O)CSc2cc(Cl)ccc2Cl)c(=O)n(C)c1=O
    -3% | 33% | nt | 3% | 1.2 | 2% | 20% | -17 | 483 | -0.3%
[12] CCOC(=O)NN1C(=O)c2ccccc2NC1c1ccccn1 (stereo not given)
    0% | 1% | -0.1% | 6% | 1.1 | ? | 14% | 22 | 774 | -5.9%
[13] O=C(N/N=C/c1ccsc1)C1CC1
    -3% | 2% | 0.0% | -15% | 1.1 | 2% | 8% | -2 | 676 | -9.4%
[14] O=C(NC12CC3CC(CC(C3)C1)C2)c1ccc(N2CCNCC2)c([N+](=O)[O-])c1
    4% | nt | 0.0% | -2% | nt | 0% | nt | -7 | 687 | nt
[15] Cc1ccc(SCC(=O)N2CCN(c3ccccn3)CC2)cc1
    2% | nt | -0.3% | 11% | nt | 3% | nt | 32 | 737 | nt
[16] O=C(Cc1ccccc1)Nc1ccc(N2CCCCC2)cc1
    5% | 3% | 0.3% | 3% | 1.1 | 4% | 5% | 28 | 727 | -4.0%
[17] O=C(COC(=O)Cn1nnc2ccccc21)Nc1ccccc1Br
    -1% | -2% | 1.8%[50 µM] | 1% | 1 | 10% | -6% | 2 | 634 | -2.7%
[18] O=C(c1cc([N+](=O)[O-])ccc1Cl)N1c2ccccc2Sc2ccccc21
    6% | 10% | 0.6% | 12% | 1 | 0% | 8% | -23 | 653 | -9.6%
[19] CCn1cc(C(=O)N2CCc3ccccc32)c(=O)c2cc(S(=O)(=O)N(C)C3CCCCC3)ccc21
    9% | 18% | -0.8%[50 µM] | 4% | 1.1 | -1% | 1% | 14 | 718 | -3.7%
[20] CSCCC(NC(=O)c1ccco1)C(=O)OC(C)C(=O)NC(=O)NC1CCCCC1 (stereo not given)
    -6% | 7% | 0.0% | -1% | 1.1 | 11% | 2% | -6 | 705 | -1.2%
[21] Cc1ccccc1C(=O)Nc1cccc(NC(=O)c2ncn[nH]2)c1
    -5% | 3% | -0.1% | 5% | 0.9 | 6% | 10% | 0 | 737 | -5.9%
[22] O=C(CSC1=NCCS1)NCc1ccco1
    1% | 11% | 0.0% | 4% | 1.3 | 6% | 11% | 2 | 714 | -3.7%
[23] COCCn1c(N2CCN(c3ccccc3)CC2)nc2c1c(=O)n(C)c(=O)n2C
    8% | 0% | 0.2% | 14% | 1.1 | 1% | 1% | 0 | 733 | -1.1%
[24] COc1cc(/C=C2/C(=N)N3C=CSC3=NC2=O)ccc1OCCCOc1cc(C)ccc1C
    -2% | -6% | -0.1% | -1% | 0.9 | -5% | -2% | nt | nt | -9.5%
[25] COc1ccc(C(CNC(=O)CN2C(=O)NC3(CC(C)CC(C)(C)C3)C2=O)N2CCOCC2)cc1 (stereo not given)
    5% | 12% | 1.1% | 6% | 1.2 | -4% | 2% | 2 | 666 | -3.4%
[26] COc1cc(OC)cc(C(=O)NC(=S)Nc2ccc(NC(=O)c3ccco3)cc2)c1
    2% | -1% | 2.4% | 0% | 0.9 | 2% | -1% | 1 | 623 | -3.0%
[27] CC(C)Oc1ccc(C(=O)NCc2cccs2)cc1
    0% | -5% | 1.1% | 3% | 1.2 | -2% | 0% | 6 | 753 | -1.6%
[28] O=C(Nc1ccc([N+](=O)[O-])cn1)c1cc(-c2cccc(Cl)c2)nc2ccccc12
    15% | -5% | -8.6% | -3% | 0.9 | -2% | -2% | 68* | 623* | -4.2%
[29] O=C(c1cc2n(n1)C(C(F)(F)F)CC(c1ccc(Cl)cc1)N2)N1CCCC1 (stereo not given)
    -8% | 8% | 0.2% | 2% | 1 | -2% | 6% | -26 | 725 | -3.0%
[30] CC(=O)N1CCN(c2c(F)c(F)c(C(F)(F)F)c(F)c2F)CC1
    -5% | 6% | -0.2% | -11% | 1.1 | -2% | 3% | -3 | 565 | 0.2%
[31] CCOC(=O)c1c(NC(=S)Nc2ccc(Cl)cc2)sc(C)c1C
    4% | -4% | 1.4% | 13% | 1.1 | -3% | -5% | -6 | 763 | -6.5%
[32] COc1cc(-c2nc3ccccn3c2/N=C/c2ccc(F)cc2)ccc1O
    -7% | -3% | 0.2% | 0% | 0.8 | -1% | 6% | 15 | 727 | -7.3%
[33] Cc1cc(S(=O)(=O)NCC(C)C)ccc1OCC(=O)NCc1ccccn1
    2% | 0% | 0.9% | -4% | 1.1 | 7% | -1% | 4 | 685 | -5.3%
[34] C=C(C)C1CC=C(C)/C(=N/NC(=O)COc2ccccc2C)C1 (stereo not given)
    1% | 12% | 1.0% | -4% | 1 | -1% | 13% | -28 | 726 | -11%
[35] Cc1noc(C)c1S(=O)(=O)NC1CCCc2ccccc21 (stereo not given)
    -1% | -3% | -2.2% | -2% | 1.1 | 8% | 1% | nt | nt | -3.2%
[36] Cc1ccc(NC(=O)CC(O)(C(F)(F)F)C(F)(F)F)cc1
    1% | 0% | 12% | 0% | 1.1 | -2% | -3% | nt | nt | -0.9%
[37] COc1ccc(NC(=O)CN2CCN(CC(=O)Nc3ccccc3Cl)CC2)cc1Cl
    0% | -32% | 0.2% | 20% | 1 | 21% | -66% | nt | nt | -1.7%
[38] CSc1ccccc1N=Cc1nc(-c2ccccc2)oc1O
    -3% | -3% | -0.6% | -9% | 1 | -1% | -2% | nt | nt | 1.5%
[39] O=C(NCc1ccccn1)c1cc(Br)ccc1Cl
    2% | -16% | -2.6% | -4% | 0.9 | -4% | -20% | -21 | 729 | -5.4%
[40] COc1cc(-c2cc(=O)c3c(O)cc(O)cc3o2)ccc1O
    -1% | 5% | nt | 8% | 0.9 | 12% | 11% | -1 | 706 | -3.6%
[41] COc1ccc(C2CC(c3ccccc3)=NN2C(=O)COC(=O)c2cccc(S(=O)(=O)N3CCOCC3)c2)cc1 (stereo not given)
    0% | 4% | 4.1% | -4% | 1.1 | 2% | 11% | 0 | 718 | 1.3%
[42] C=CCNC(=S)NC(=O)c1csc([N+](=O)[O-])c1
    -2% | nt | -1.5% | 4% | nt | 6% | nt | 13 | 737 | nt
[43] Cc1cc2nc(SCC(=O)Nc3nonc3C)c3c(c2cc1C)CCCC3
    1% | 8% | 0.8% | -5% | 1.1 | 3% | 18% | nt | nt | -4.0%
[44] OCCNc1nc2ccccc2n1CCN1CCCCC1
    0% | -14% | 0.7% | 12% | 1 | 1% | -4% | 27 | 720 | -7.0%
[45] O=[N+]([O-])c1ccc(C2=NN(c3ccccc3)C(c3ccco3)C2)cc1 (stereo not given)
    -5% | nt | 0.2% | 7% | nt | 1% | nt | 46 | 814 | nt
[46] COC(/C=C/Nc1ccc(C)c(C)c1)=C(C#N)C#N
    0% | 6% | 3.3% | -12% | 1.1 | 1% | 4% | nt | nt | -13%
[47] CCOC(=O)C1C(=O)CC(C)(O)C(C(=O)OCC)C1c1ccc(OCC)cc1 (stereo not given)
    -1% | 4% | 1.6% | 9% | 1.1 | 2% | -1% | -3 | 802 | -2.2%
[48] NC(=O)Cn1nnc(-c2ccc(C(F)(F)F)cc2)n1
    -1% | 7% | 0.6% | 5% | 1 | 6% | 3% | -62 | 529 | -2.8%
